PLCg1 inh: blocks human PLC-gamma1 enzyme activity. inhibition, % at 12.2 µM. hit rate 0.84% among 370,000. purified PLC-gamma1, fluorogenic substrate, fluorescence. AID 720700; in the data active = inhibition above about 9.5%
Tn7 DDE FP: disrupts Tn7 cyclic peptide binding to fibrin D-Dimer-E complex; P02675; FP displacement of FITC-Tn7 peptide from fibrin DD(E); 0% = median of compound wells per plate; inhibition, % at 8.3 µM; hit rate 0.13% among 370,000;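 active = inhibition above the mean of compounds falling within the control limits plus 3 SD of them, cut at about 14% in these data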;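 note: 0% = plate median of compound wells and 100% = 10 µM Aha-Tn7 peptide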
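Assay system: Human clot-derived fibrin DD(E) complex | Buffer or medium: Tris/NaCl/CaCl2 buffer, pH 7.8 | Repeats: One replicate per compound | Benchmarks: Aha-Tn7 high control | Measure: % inhibition scaled between sample-field median and high-control FP | Schedule: 10 min plus 3 h, room temperature | Signal: Fluorescence polarization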
SIAE inh: blocks human sialic acid acetylesterase; AID 1053197; inhibition, % at 9.66 µM; SIAE FP-Rh probe binding, fluorescence polarization; Q9HAT2; hit rate 0.69% among 370,000;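 active = inhibition above a cutoff: mean of compounds within the control limits plus 3 SD of those, cut at about 17% in these data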;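 note: 0% = plate median of compound wells and 100% = probe without SIAE protein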
ASAP1 inh: ASAP1 ArfGAP inhibition | ASAP1-stimulated ARF1 GTP hydrolysis, GDP FP detection | inhibition, % at 16.5 µM | hit rate 0.19% among 360,000; in the data active = inhibition above about 25%;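 note: 0% = vehicle with enzyme and substrate and 100% = no enzyme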
ADAM10 inh: inhibits human ADAM10; inhibition, % at 7 µM; recombinant ADAM10, EDANS/DABCYL FRET peptide cleavage, 3 h; hit rate 0.62% among 370,000;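 active = inhibition above a per-campaign cutoff equal to the mean of compounds falling between control-based bounds plus 3 SD, cut at about 20% in these data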;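 note: 0% = DMSO wells while the 100% control is not disclosed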
Target sequence (O14672 214-748 limits assumed): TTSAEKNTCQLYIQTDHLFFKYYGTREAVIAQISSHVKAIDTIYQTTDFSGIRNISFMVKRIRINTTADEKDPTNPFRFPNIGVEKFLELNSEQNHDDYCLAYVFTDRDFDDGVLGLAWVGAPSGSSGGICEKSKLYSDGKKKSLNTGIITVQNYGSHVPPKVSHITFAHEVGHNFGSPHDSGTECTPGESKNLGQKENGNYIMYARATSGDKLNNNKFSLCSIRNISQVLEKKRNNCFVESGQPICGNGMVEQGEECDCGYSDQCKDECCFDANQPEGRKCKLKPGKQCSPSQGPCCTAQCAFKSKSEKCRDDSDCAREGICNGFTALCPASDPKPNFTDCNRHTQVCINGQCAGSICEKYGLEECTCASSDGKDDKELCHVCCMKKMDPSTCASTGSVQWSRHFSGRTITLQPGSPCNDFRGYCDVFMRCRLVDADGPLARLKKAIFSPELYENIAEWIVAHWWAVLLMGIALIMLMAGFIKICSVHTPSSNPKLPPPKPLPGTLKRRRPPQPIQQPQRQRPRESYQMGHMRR
Tn6 DDE FP: DD(E)-Tn6 binding inhibition, primary FP screen. inhibition, % at 8.3 µM. Fibrin DD(E) TRITC-Tn6 fluorescence polarization displacement. AID 720509. hit rate 0.21% among 370,000. P02675;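 active = inhibition above a per-campaign cutoff: mean of compounds within control limits plus 3 SD, cut at about 15% in these data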;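 note: 0% = median of all compound wells on the plate and 100% = blocking peptide control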
ARFGAP1 inh: rat ARFGAP1 inhibition | Q62848 | Arfgap1-stimulated ARF1 GTP hydrolysis, GDP FP detection | inhibition, % at 16.5 µM | hit rate 0.26% among 360,000;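 active = inhibition above a per-plate limit, mean inhibition of low control wells plus 3 SD, cut at about 25% in these data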;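 note: 0% = DMSO wells with enzyme and 100% = wells lacking Arfgap1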
Target sequence (Q62848 1-136 limits assumed): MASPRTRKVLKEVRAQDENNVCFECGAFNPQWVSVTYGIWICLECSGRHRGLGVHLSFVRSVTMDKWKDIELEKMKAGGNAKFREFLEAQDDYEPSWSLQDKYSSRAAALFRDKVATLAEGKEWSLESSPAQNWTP
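Replicates: Single well per compound | Assay system: Truncated rat Arfgap1 GAP domain | Control set: No-Arfgap1 wells (100%) versus DMSO full-reaction wells (0%) | Times: Enzyme reaction 120 min at 25 °C after 20 min preincubation | Reagent: Human ARF1(Δ1-17)-GTP substrate | Measured by: Tracer-displacement fluorescence polarization with EDTA stop, 620/688 nm | Measure: Percent inhibition of Arfgap1-stimulated GTP hydrolysis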
PLCb3 inh: inhibitors of human phospholipase C beta3 | hit rate 0.18% among 370,000 | Purified PLC-beta3, fluorogenic substrate, fluorescence | inhibition, % at 12.2 µM | Q01970 | AID 720704; in the data active = inhibition above about 11%;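 note: 0% = median of compound wells on plate and 100% = full blocker control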
TDP2 inh: blocks human TDP2 phosphodiesterase activity | O95551 | recombinant TDP2, T5PNP hydrolysis, p-nitrophenol absorbance 415 nm | inhibition, % at 12.8 µM | hit rate 0.34% among 370,000 | AID 720702;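 active = inhibition above the mean of all tested compounds plus 3 SD, set per campaign, cut at about 25% in these data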;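 note: 0% = DMSO with enzyme and 100% = buffer with substrate but no TDP2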
Target sequence (O95551 whole entry, looked up): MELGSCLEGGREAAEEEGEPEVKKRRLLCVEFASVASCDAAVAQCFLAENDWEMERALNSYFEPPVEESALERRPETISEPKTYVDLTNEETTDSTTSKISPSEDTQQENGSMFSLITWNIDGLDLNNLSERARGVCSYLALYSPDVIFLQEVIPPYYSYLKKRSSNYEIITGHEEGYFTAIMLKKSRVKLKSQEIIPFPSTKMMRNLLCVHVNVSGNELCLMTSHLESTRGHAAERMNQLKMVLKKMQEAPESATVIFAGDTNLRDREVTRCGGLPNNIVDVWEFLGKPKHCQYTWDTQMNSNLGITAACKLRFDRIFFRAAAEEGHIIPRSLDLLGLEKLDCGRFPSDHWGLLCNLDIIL
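Test system: human TDP2 enzyme; Input: 120 nM TDP2 per well; Buffer or medium: Mg2+-containing Tris-HCl buffer, pH 7.5; Reagent: 5 mM T5PNP; Dosing: 12.8 µM single point, 1% DMSO; Incubation: reaction 2 h, 37 °C; Detection: p-Nitrophenol epi absorbance; Read-out: % inhibition relative to enzyme-containing and enzyme-free wells; Replicates: single well per compound.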
ADAM17 inh: inhibitors of human ADAM17; hit rate 0.83% among 370,000; inhibition, % at 6.95 µM; AID 720648; P78536; recombinant ADAM17, EDANS/DABCYL FRET peptide cleavage;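 active = inhibition above the mean of compounds lying between control limits plus 3 SD, set per campaign, cut at about 8.5% in these data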;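 note: 0% = DMSO-only wells as the low control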
Active calls of the source: *; i = inactive; / = not tested or not shown.

SMILES	PLCg1 inh	Tn7 DDE FP	SIAE inh	ASAP1 inh	ADAM10 inh	Tn6 DDE FP	ARFGAP1 inh	PLCb3 inh	TDP2 inh	ADAM17 inh
COc1ccc(NC(=O)C2CCN(S(=O)(=O)c3ccc(N4CCCC4=O)cc3)CC2)cc1OC	3	-5	-3	5	6	0	5	-3	2	1
Cc1cccnc1N=O	1	5	-4	15	-13	8	5	-2	1	-6
O=C(NCCN1CCC(n2c(=O)[nH]c3ccccc32)CC1)c1ccccc1	3	10	1	2	-7	-2	0	0	7	-2
COc1ccc(OC)c(S(=O)(=O)NNC(=S)Nc2ccc3c(c2)OCO3)c1	-2	0	4	-6	11	-8	1	-5	7	-2
O=c1nc(N2CCOCC2)nc(N/N=C/c2ccc3c(c2)OCO3)[nH]1	-3	-5	-4	-5	-6	0	-5	-8	-7	2
CC(C)Oc1ccc(CCc2nnc(SCC(=O)O)n2-c2ccccc2)cc1	3	-5	-11	-2	7	6	-11	4	-18	3
O=C(O)c1cc(N2C(=O)C3C4C=CC(C4)C3C2=O)ccc1NCc1cccnc1 (stereo not drawn)	-25	-1	0	1	-45	-8	10	-36	0	-21
O=C(Nc1c(-c2ccccc2)nc2ncccn12)c1ccccc1	-216	7	-9	/	-238	7	/	-306	-4	-68
O=C1c2cccc3cc([N+](=O)[O-])cc(c23)C(=O)N1CCN1CCCC1	-82	2	11	-15	3	-8	11	-104	-7	-1
Cc1cc(C)c2c(N)c(C(=O)Nc3c(C)n(C)n(-c4ccccc4)c3=O)sc2n1	-63	0	1	6	-123	-2	1	-93	12	-13
COc1cccc(N2CCN(S(=O)(=O)c3cccc4nsnc34)CC2)c1	0	4	4	-1	-6	6	9	-3	1	-4
COc1ccc(Cl)cc1NC(=O)CN(C)C(=O)c1cccc(-n2cnnn2)c1	-1	-5	1	-13	-2	-4	-12	-5	11	-2
COc1cccc(/C=N/NC(=O)CCC(=O)Nc2ccc(Br)cc2)c1	0	1	0	-1	-6	4	3	-5	-16	-3
CC(NC(=O)c1cc(S(=O)(=O)N2CCOCC2)ccc1N1CCCC1)c1ccc(Cl)c(Cl)c1 (stereo not drawn)	-6	-2	4	-12	-38	-6	-5	-25	1	-9
CCOC(=O)c1c(CSc2ccccc2)n(C)c2cc(Br)c(O)c(CN(C)C)c12	1	3	8	-7	2	2	-1	-4	-1	-1
COc1ccc2ccccc2c1/C=N/NC(=O)c1cc(C)[nH]n1	4	2	2	10	-22	-10	0	-9	-13	-7
COc1ccc(S(=O)(=O)N2CCCC2CNC(=O)C(=O)Nc2cccc(F)c2)cc1 (stereo not drawn)	-1	0	-1	8	2	-6	-4	-6	10	1
COCCN(C(=O)CSc1nnc(-c2ccc(C)c(C)c2)o1)c1c(N)n(CC(C)C)c(=O)[nH]c1=O	0	6	0	2	-2	-6	-20	-8	-5	-5
CN1c2ccsc2C(O)=C(C(=S)Nc2ccc(F)c(Cl)c2)S1(=O)=O	-482	0	-3	-21	-26	-6	-2	i	2	-12
Cc1ccc(OCC(O)Cn2c3ccccc3c3ccccc32)cc1 (stereo not drawn)	-1	1	-9	-5	21*	-2	6	4	-10	7
COc1ccc(CCN2C(=O)C3C4CC(C5C(C(N)=O)=NOC45)C3C2=O)cc1OC (stereo not drawn)	0	7	-1	-4	5	-4	-8	3	11	-1
O=C(CCCn1nnnc1CN1CCOCC1)N1CCC(c2ccc(F)cc2)C1 (stereo not drawn)	-3	-4	-2	-7	-21	0	2	-3	2	-4
COc1ccc(CC2(CO)CCN(S(=O)(=O)c3c(C)nn(C)c3Cl)CC2)cc1	7	-7	3	6	14	-10	1	7	-15	4
OCc1ccccc1-c1cnc2sc(NCc3ccc(F)cc3)nn12	-1	-9	-7	6	-2	5	-5	1	1	1
CCOC(=O)c1sc2nc(C)nc(N3CCN(S(=O)(=O)c4ccccc4)CC3)c2c1C	-1	4	1	7	-7	7	1	2	6	-3
O=C(COC(=O)CCCSc1nc2ccccc2[nH]1)Nc1cccc(F)c1	3	2	-4	-5	5	-5	2	0	2	0
O=C(Nc1ccc2c(c1)C(=O)NC2=O)c1ccc(Cl)s1	-2	3	-12	8	-9	-2	0	-8	6	0
COc1ccccc1CN(C(=O)Cc1cccs1)C(C(=O)NC1CCCC1)c1ccncc1 (stereo not drawn)	-2	-2	-3	9	2	0	5	-2	2	-1
O=C(NCc1ccc(F)cc1)C1CCCN1C(=O)Nc1ccc(Cl)cc1 (stereo not drawn)	1	-4	17*	-3	-5	10	10	-5	11	-3
CCn1cc(CN2CCC(C(=O)Nc3cccc(-c4cccc(OC)c4)c3)CC2)cn1	-5	-4	12	-7	-3	0	0	-3	15	-1

For convenience, part of the list above.
SMILES	PLCg1 inh	Tn7 DDE FP	SIAE inh	ASAP1 inh	ADAM10 inh	Tn6 DDE FP	ARFGAP1 inh	PLCb3 inh	TDP2 inh	ADAM17 inh
Cc1ccc(OCC(O)Cn2c3ccccc3c3ccccc32)cc1 (stereo not drawn)	-1	1	-9	-5	21*	-2	6	4	-10	7
COc1ccc(CCN2C(=O)C3C4CC(C5C(C(N)=O)=NOC45)C3C2=O)cc1OC (stereo not drawn)	0	7	-1	-4	5	-4	-8	3	11	-1
O=C(CCCn1nnnc1CN1CCOCC1)N1CCC(c2ccc(F)cc2)C1 (stereo not drawn)	-3	-4	-2	-7	-21	0	2	-3	2	-4
COc1ccc(CC2(CO)CCN(S(=O)(=O)c3c(C)nn(C)c3Cl)CC2)cc1	7	-7	3	6	14	-10	1	7	-15	4
OCc1ccccc1-c1cnc2sc(NCc3ccc(F)cc3)nn12	-1	-9	-7	6	-2	5	-5	1	1	1
CCOC(=O)c1sc2nc(C)nc(N3CCN(S(=O)(=O)c4ccccc4)CC3)c2c1C	-1	4	1	7	-7	7	1	2	6	-3
O=C(COC(=O)CCCSc1nc2ccccc2[nH]1)Nc1cccc(F)c1	3	2	-4	-5	5	-5	2	0	2	0
O=C(Nc1ccc2c(c1)C(=O)NC2=O)c1ccc(Cl)s1	-2	3	-12	8	-9	-2	0	-8	6	0
COc1ccccc1CN(C(=O)Cc1cccs1)C(C(=O)NC1CCCC1)c1ccncc1 (stereo not drawn)	-2	-2	-3	9	2	0	5	-2	2	-1
O=C(NCc1ccc(F)cc1)C1CCCN1C(=O)Nc1ccc(Cl)cc1 (stereo not drawn)	1	-4	17*	-3	-5	10	10	-5	11	-3
CCn1cc(CN2CCC(C(=O)Nc3cccc(-c4cccc(OC)c4)c3)CC2)cn1	-5	-4	12	-7	-3	0	0	-3	15	-1

Next entries follow.
SMILES	PLCg1 inh	Tn7 DDE FP	SIAE inh	ASAP1 inh	ADAM10 inh	Tn6 DDE FP	ARFGAP1 inh	PLCb3 inh	TDP2 inh	ADAM17 inh
CN(C)CC1CCCCC1OC(=O)c1ccc(Cl)cc1 (stereo not drawn)	1	-5	-2	1	-13	-1	1	2	9	-1
COc1ccc(CCNC(=O)[C@@H](NC(=O)c2ccccc2F)C(C)C)cc1OC	-2	-1	-1	12	1	0	-2	-5	17	-3
Clc1ccc(C2=NCCN2)cc1	0	0	-4	-10	-3	-3	15	3	-7	0
COc1cccc(C(=O)N(CN2CCCC2=O)c2cccc(Cl)c2)c1	11*	3	-1	7	-3	0	7	6	9	4
COc1ccc(OC)c(C(=O)NC(CC(N)=O)c2ccc(NCc3ccc(F)c(F)c3)c([N+](=O)[O-])c2)c1 (stereo not drawn)	0	10	3	-7	-13	6	8	-1	8	-3
Cc1nc(-c2nc(-c3c(C(=O)NN)noc3C)cs2)cs1	1	-3	-3	-7	2	1	10	0	-15	0
COc1cc(C=C2C(=O)OC(C)(C)OC2=O)cc(Cl)c1OCC(=O)Nc1ccccc1	7	-2	-11	4	6	-3	-9	2	-18	8
O=C(Nc1cc(S(=O)(=O)N2CCOCC2)ccc1N1CCCC1)c1cc(F)c(F)cc1Cl	-14	4	-4	-13	-12	0	1	-6	-6	-2
CCOC(=O)c1c(NC(=O)C2COc3ccccc3O2)sc2c1CCN(Cc1ccccc1)C2 (stereo not drawn)	0	0	2	-2	-7	-4	2	-2	-1	-1
O=C(COC(=O)CNC(=O)c1cccc([N+](=O)[O-])c1)Nc1cccc(S(=O)(=O)N2CCCCC2)c1	0	3	3	-5	1	6	5	-1	-2	1
COc1ccc(NC(=O)C2CCCN(S(=O)(=O)c3c(C)[nH]c(=O)[nH]c3=O)C2)cc1OC (stereo not drawn)	3	4	-2	5	-2	0	7	-1	-5	-3
Cc1nnc(NC(=O)c2ccc(Br)o2)s1	1	7	2	-1	-7	1	1	-4	-8	-4
COc1ccc(CNS(=O)(=O)c2cc3c4c(c2)C(C)C(=O)N4CCC3)cc1 (stereo not drawn)	-9	-5	10	3	-7	-6	-10	-14	14	-5
CCOC(=O)N1CCN(S(=O)(=O)c2c(C)cc(C)cc2C)CC1	2	8	4	-2	1	-7	-4	6	6	-1
CSc1ccccc1OCc1cc(C(=O)NC(C)Cn2cncn2)no1 (stereo not drawn)	4	-2	5	0	-16	0	-5	-4	-8	-5
Cc1cn(C2CC(O)C(CO)O2)c(=O)n(Cc2ccccc2)c1=O (stereo not drawn)	1	5	-3	-3	-2	-1	1	5	6	-1
CCCCc1c(O)nc(SCC(=O)c2ccccc2)n(-c2ccccc2OC)c1=O	1	-4	5	-14	0	-3	-3	-9	-8	5
CNCCCOc1ccc2c(c1)CCC2	3	-1	7	-8	-6	3	-5	6	12	-3
CCn1c(-c2cc(-c3ccc(C)cc3)nc3ccccc23)n[nH]c1=S	-5	8	-2	8	-22	-3	-17	-7	2	-13
COc1cccc(C(=O)N2CCn3c2nc2ccccc23)c1	3	-8	-1	-1	-8	-2	-1	-5	-4	-1
CN(C)c1cccc(C(=O)OCC(=O)NCc2ccco2)c1	-40	5	15	-9	-2	-4	17	-50	3	-6
CCN1/C(=N\N)c2cccc3cccc1c23	-80	3	-51	13	-20	2	-4	-115	18	0

Source: PubChem BioAssay (The Scripps Research Institute Molecular Screening Center)
